TRPC6 act – activates the mouse TRPC6 cation channel; B-score at 10 µM; AID 2550; Q61143; 310,000 tested, 0.13% active; HEK293-TRPC6 membrane potential dye fluorescence; stronger effect = higher value;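 active = B-score of the integrated fluorescence ratio above library mean plus 3 SD, and starting fluorescence ratio within library mean plus 5 SD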;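 also: higher score means more depolarization so channel activation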
TRPC4 potent – TRPC4 (mouse) allosteric potentiation; Q9QUQ5; HEK293 TRPC4beta/mu-opioid, DAMGO EC20, Fluo-4 Ca2+ flux; stronger effect = higher value; B-score at 10 µM; 310,000 tested, 0.42% active;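 active = B-score of calcium response area above 5 SD of library B-scores, with initial fluorescence ratio within 5 SD of library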;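 also: B-score of integrated fluorescence ratio over time as area under calcium response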
Target sequence (Q9QUQ5 whole entry, looked up): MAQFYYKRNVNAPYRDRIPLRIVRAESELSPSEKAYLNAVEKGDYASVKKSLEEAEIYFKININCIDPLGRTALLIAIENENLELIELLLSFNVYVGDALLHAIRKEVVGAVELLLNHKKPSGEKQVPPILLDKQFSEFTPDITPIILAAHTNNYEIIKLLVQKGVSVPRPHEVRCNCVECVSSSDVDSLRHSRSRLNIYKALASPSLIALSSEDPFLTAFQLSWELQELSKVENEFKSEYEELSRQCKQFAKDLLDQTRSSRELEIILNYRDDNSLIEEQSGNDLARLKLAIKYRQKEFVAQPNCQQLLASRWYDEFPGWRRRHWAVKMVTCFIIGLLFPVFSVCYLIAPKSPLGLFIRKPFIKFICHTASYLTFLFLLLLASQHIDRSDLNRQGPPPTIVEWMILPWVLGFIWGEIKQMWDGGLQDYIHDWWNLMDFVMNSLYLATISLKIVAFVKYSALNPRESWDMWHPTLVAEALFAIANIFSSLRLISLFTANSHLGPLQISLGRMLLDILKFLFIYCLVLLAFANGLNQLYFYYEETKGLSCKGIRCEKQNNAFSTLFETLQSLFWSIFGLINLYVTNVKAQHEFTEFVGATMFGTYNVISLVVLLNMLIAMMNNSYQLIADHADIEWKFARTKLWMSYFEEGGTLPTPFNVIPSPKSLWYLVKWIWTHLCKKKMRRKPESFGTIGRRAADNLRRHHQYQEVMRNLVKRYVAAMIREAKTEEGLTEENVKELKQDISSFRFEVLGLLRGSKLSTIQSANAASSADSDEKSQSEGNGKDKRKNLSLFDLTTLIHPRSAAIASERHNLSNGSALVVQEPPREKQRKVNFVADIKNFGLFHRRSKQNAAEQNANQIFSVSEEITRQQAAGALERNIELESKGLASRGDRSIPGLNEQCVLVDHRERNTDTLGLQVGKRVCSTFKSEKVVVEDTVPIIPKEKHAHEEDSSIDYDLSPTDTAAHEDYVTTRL
KLF5 inhibitor – kruppel-like factor 5 inhibition; 290,000 tested, 0.23% active; DLD-1 KLF5 promoter-luciferase reporter, luminescence; inhibition, % at 5 µM;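 active = inhibition above a per-plate limit of that plate's mean compound inhibition plus 3 SD, cut at about 60% in these data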;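 also: 0% = DMSO wells and 100% = LY294002 at 200 µM; higher means less KLF5 promoter-driven luciferase light; inactives centre near -14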
MrgX1 antagonist – blocks BAM8-22 activation of human MrgX1 receptor; Q96LB2; MRGX1-HEK293 calcium flux, Fluo-4, BAM8-22 antagonism; stronger effect = lower value; B-score at 10 µM; 310,000 tested, 1.3% active; AID 588676;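 active = calcium-response B-score plate-corrected more than 3 library SD below zero, starting fluorescence within 5 deviations, no agonist response on first addition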;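 also: peak minus trough fluorescence over baseline after final BAM8-22 challenge near maximal dose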
aSyn UTR inh – MLPCN primary screen, SNCA 5' untranslated region; alpha-synuclein 5'UTR reporter, inhibitor activity; inhibition, % (tested at 7.5 µM); 300,000 tested, 0.82% active; in the data active = inhibition above about 60%;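 also: H4 neuroglioblastoma cells stably carrying SNCA 5'UTR luciferase fusion; 0% = DMSO wells and 100% = positive control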
IEC-6 tox – counter-screen for KLF5 inhibitors: cytotoxicity in IEC-6 cells. inhibition, % at 5 µM. 290,000 tested, 0.78% active. IEC-6 cytotoxicity, luminescence viability; in the data active = inhibition above about 22%;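 also: 0% = plate median of test compound wells and 100% = cytotoxic reference compound wells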
TRPC4 act – opens the mouse TRPC4 cation channel; B-score at 10 µM; AID 2237; 310,000 tested, 0.49% active; HEK293 TRPC4beta/mu-opioid, Fluo4 calcium fluorescence; stronger effect = higher value;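 active = B-score above 5 SD of library B-scores, and initial fluorescence ratio not above library mean plus 5 SD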;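 also: positive B-score marks a calcium rise read as TRPC4 activation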
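Assay system – TRPC4beta and mu-opioid receptor HEK293 stable cells · Measured by – Fluo4 fluorescence, kinetic · Schedule – dye loading 45 min room temperature, 110 s kinetic read · Read-out – B-scored integrated calcium fluorescence ratio · Controls – buffer and maximal DAMGO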
SKKanGAS inh – inhibitors of SKKanGAS S. pyogenes growth in kanamycin (SK-promoter or general growth effect); 300,000 tested, 1.3% active; inhibition, % at 7.5 µM; BacTiter-Glo, 6 h;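 active = mean replicate score, as percent of positive control median, at least 50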;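 also: strain carries kanamycin resistance gene driven by streptokinase promoter and grows in 40 µg/ml kanamycin; loss of luminescence reflects streptokinase promoter inhibition or plain growth inhibition; 0% = median of DMSO wells and 100% = positive control at its reference dose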
TRPC6 inhibitor – inhibitors of mouse TRPC6 channel. HEK293-TRPC6, membrane potential dye, ACh-evoked depolarization; stronger effect = lower value. B-score at 10 µM. 310,000 tested, 1.1% active;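 active = B-score under library mean minus 3 SD, initial fluorescence not abnormally high, positive integrated signal ratio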;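 also: B-score derived from integrated fluorescence ratio over the kinetic read; more negative B-score means stronger inhibition of depolarization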
TRPC4 inh – TRPC4 (mouse) channel inhibition | HEK293 TRPC4beta/mu-opioid, DAMGO-evoked Fluo4 calcium flux; stronger effect = lower value | B-score at 10 µM | 300,000 tested, 0.39% active;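 active = B-score over 3 SD under the library average, no early fluorescence shift, positive overall ratio signal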
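Test system – stable TRPC4beta/mu-opioid receptor HEK293 cells · Probe or stimulus – DAMGO, a submaximal dose followed by a maximal one · Dosing – one concentration per compound · Signal – Fluo4 calcium fluorescence by kinetic imaging, 5 s 1 Hz baseline · Evaluation – per-well B score of integrated baseline-normalized Fluo4 ratio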
HIF act – HIF pathway transcriptional activation | AID 1910 | 300,000 tested, 0.32% active | U2OS HRE-luciferase reporter, luminescence; normalized: DMSO 0%, desferrioxamine 100% | activation, % at 7.5 µM (by protocol);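 active = mean activation of at least 10% of the iron chelator positive control signal, with at least half of replicates also reaching 10%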
An asterisk follows results filed as active; i = inactive; · = no result given.

1. [2H]C(CCOS(N)(=O)=O)c1ccc(C(C)(C)C)cc1 (stereo not drawn)
2. Cc1cc(C(=O)N/N=C/c2ccc[nH]2)no1
3. CN(C)CCCC1(O)c2ccccc2CCc2ccccc21
4. Cn1cnc2c(oc3ccccc32)c1=O
5. COc1ccccc1CNC(=O)C1CCC(CNS(=O)(=O)c2ccc(NC(C)=O)cc2)CC1 (stereo not drawn)
6. Cc1ccc(-c2nn(-c3ccccc3)cc2C(=O)NCC2CCCO2)cc1 (stereo not drawn)
7. CCOC(=O)N1CCN(CC(O)COc2ccc3c(c2)CCC3)CC1 (stereo not drawn)
8. Cc1ccc(COc2ccc(C)nc2[N+](=O)[O-])cc1

compound no.,1,2,3,4,5,6,7,8
TRPC4 inh,i,i,i,i,i,i,i,i
KLF5 inhibitor,7.3,7.2,-20.6,·,-11.2,·,0.0,-163.2
aSyn UTR inh,80.0*,-4.8,-4.4,-4.8,12.3,-20.9,5.8,-118.1
MrgX1 antagonist,i,i,i,i,i,i,i,i
IEC-6 tox,13.0,2.3,0.2,·,8.5,·,-6.4,1.4
TRPC4 act,i,i,i,i,i,i,i,i
SKKanGAS inh,-4.5,-4.5,-11.9,0.0,1.1,-3.8,1.6,-2.8
TRPC6 act,i,i,i,i,i,i,i,i
TRPC4 potent,i,i,i,i,i,i,i,i
HIF act,-1.6,0.1,-0.3,-0.3,-0.6,-0.6,0.1,1.2
TRPC6 inhibitor,i,i,i,i,i,i,i,i

9. CCOc1ccc(CCNC(=O)c2cc(C)on2)cc1OCC
10. CCCc1cc(=O)[nH]c(SCC(=O)Nc2ccc(OC(F)F)cc2)n1
11. COc1cc(-c2nnc(COC(=O)c3cc(C)nc4ccc(C)cc34)o2)cc(OC)c1OC
12. Cc1c(NC(=S)NC(=O)c2ccccc2Cl)c(=O)n(-c2ccccc2)n1C
13. COc1ccc(NC(=O)n2ncc3c(C)cccc32)cc1
14. O=C(Cn1c(=O)n2ncnc2c2c3c(sc21)CCCC3)c1ccccc1
15. O=C(CSc1nnc(Cc2ccccc2)o1)N1CCCc2ccccc21
16. CC(C)(C)C(=O)OCc1cn(-c2ccccc2)nn1

compound no.,9,10,11,12,13,14,15,16
TRPC4 inh,i,i,i,i,i,i,i,i
KLF5 inhibitor,-21.4,-16.1,-27.8,-0.2,53.0,5.8,-29.9,-40.8
aSyn UTR inh,7.2,15.6,-10.1,-33.9,-88.4,-15.6,24.8,-60.1
MrgX1 antagonist,i,i,i,i,i,i,i,i
IEC-6 tox,-5.7,-0.1,2.4,-5.9,0.4,-1.1,1.2,-1.6
TRPC4 act,i,i,i,i,i,i,i,i
SKKanGAS inh,-5.2,-1.6,28.4,1.3,7.7,15.0,0.0,-1.6
TRPC6 act,i,i,i,i,i,i,i,i
TRPC4 potent,i,i,i,i,i,i,i,i
HIF act,-0.1,-0.5,-0.2,-2.4,-7.5,-0.3,0.2,1.1
TRPC6 inhibitor,i,i,i,i,i,i,i,i

17. Cc1ccc(-c2ccnc(=S)[nH]2)cc1
18. c1ccc(OCc2nn3c(Cn4nnc5ccccc54)nnc3s2)cc1
19. CCC1(CC)NC(=O)N(CC(=O)N2N=C(c3ccc(Cl)cc3)CC2c2ccco2)C1=O (stereo not drawn)
20. CCCCN(C)CCN1C(=O)C2C(C(=O)Nc3ccc(C)cc3)C3C=CC2(O3)C1C(=O)NC1CCCCC1 (stereo not drawn)
21. O=C1C2C3C=CC(C3)C2C(=O)N1Nc1c(Cl)cc(Cl)cc1Cl (stereo not drawn)
22. CC1=C(C(=O)OCc2ccccc2)C(c2ccc(C(C)(C)C)cc2)NC(=O)N1CCCCCC(=O)O (stereo not drawn)
23. COC(=O)c1cccc(S(=O)(=O)N2CCC(NC(=O)Nc3cccc(F)c3)CC2)c1
24. CCSc1nc2ccccc2n1CC(=O)N1CCCCC1

compound no.,17,18,19,20,21,22,23,24
TRPC4 inh,i,i,i,i,i,i,i,i
KLF5 inhibitor,-14.6,-3.3,-26.2,6.4,-3.6,-0.4,-28.5,14.9
aSyn UTR inh,1.8,19.2,45.4,4.7,-7.0,-8.7,29.9,-18.4
MrgX1 antagonist,i,i,i,i,i,i,i,i
IEC-6 tox,0.3,3.2,5.9,-1.1,2.3,2.9,-1.2,0.2
TRPC4 act,i,i,i,i,i,i,i,i
SKKanGAS inh,-14.8,4.8,1.2,-1.0,0.0,30.4,-2.8,6.4
TRPC6 act,i,i,i,i,i,i,i,i
TRPC4 potent,i,i,i,i,i,i,i,i
HIF act,-0.4,-0.3,-0.6,-0.4,0.0,-0.4,-0.1,-0.2
TRPC6 inhibitor,i,i,i,i,i,i,i,i

25. O=C(COC(=O)c1cccc(O)c1)c1ccccc1
26. CCOC(=O)c1ccc(OCC(=O)c2ccc(O)cc2O)cc1
27. Cc1ccc(OCCn2cc(Br)c(=O)[nH]c2=O)cc1
28. CCOC(=O)c1ccccc1NS(=O)(=O)c1ccc(C)cc1
29. CCOc1cc(N2CCOCC2)c(OCC)cc1NC(=O)c1ccc(C)cc1
30. Cc1ccc(OC(C)C(=O)Nc2ccccc2C(=O)N2CCOCC2)cc1 (stereo not drawn)
31. CC1=C(C(=O)OC(C)(C)C)C(c2cccs2)NC(=O)N1 (stereo not drawn)
32. CCCN1CCN(CCCNC(=O)CN2C(=O)c3cccnc3Oc3ccc(Cl)cc32)CC1

compound no.,25,26,27,28,29,30,31,32
TRPC4 inh,i,i,i,i,i,i,i,i
KLF5 inhibitor,·,-33.3,-10.3,-26.4,-5.4,-20.3,-7.9,-28.4
aSyn UTR inh,-69.5,1.5,27.6,0.6,9.0,-0.1,12.6,-0.5
MrgX1 antagonist,i,i,i,i,-11.7*,i,i,i
IEC-6 tox,·,-0.3,1.2,-0.6,-0.8,2.4,-5.8,-1.7
TRPC4 act,i,i,i,i,i,i,i,i
SKKanGAS inh,-7.1,-0.9,9.4,6.4,-12.7,-1.3,-0.4,-3.7
TRPC6 act,i,i,i,i,i,i,i,i
TRPC4 potent,i,i,i,i,i,i,i,i
HIF act,2.0,0.2,-0.2,0.7,0.1,-0.7,-0.9,-0.2
TRPC6 inhibitor,i,i,i,i,i,i,i,i

Results in MrgX1 antagonist, SKKanGAS inh and TRPC4 inh, for some of the entries so far:
No. | compound | MrgX1 antagonist | SKKanGAS inh | TRPC4 inh
27 | Cc1ccc(OCCn2cc(Br)c(=O)[nH]c2=O)cc1 | i | 9.4 | i
30 | Cc1ccc(OC(C)C(=O)Nc2ccccc2C(=O)N2CCOCC2)cc1 (stereo not drawn) | i | -1.3 | i

Additional compounds follow.
33. Cn1c(=N)n(CC(=O)C(C)(C)C)c2ccccc21
34. COc1cc(OC)c(NC(=O)C2CCN(S(=O)(=O)c3ccc4c(c3)CC(C)N4C(C)=O)CC2)cc1Cl (stereo not drawn)
35. COc1ccc(/C(C)=N/OCC(=O)N=Nc2c(O)[nH]c3ccc(Br)cc23)cc1
36. Cc1ccc(S(=O)(=O)N2CCC(C(=O)N3Cc4ccccc4C3)CC2)cc1
37. c1ccc(C2Nc3cccc4cccc(c34)N2)cc1
38. CC1=Nc2ncnn2C(c2ccccc2)/C1=N\O (stereo not drawn)
39. CC1Cc2ccccc2N1C(=O)CSc1nnc(-c2ccc(S(=O)(=O)N3CCCC3)cc2)o1 (stereo not drawn)
40. COC(=O)COc1ccc2oc(=O)cc(-c3cc4cccc(OC)c4o3)c2c1

compound no.,33,34,35,36,37,38,39,40
TRPC4 inh,i,i,i,i,i,i,i,i
KLF5 inhibitor,-26.9,-37.5,-5.3,-8.2,-24.1,-8.1,2.9,15.2
aSyn UTR inh,-57.0,-25.3,8.0,21.0,12.7,3.6,31.7,-4.9
MrgX1 antagonist,i,i,i,i,i,i,i,i
IEC-6 tox,3.3,6.5,-3.2,-7.3,5.8,-2.3,-4.5,-10.4
TRPC4 act,i,i,i,i,i,i,i,i
SKKanGAS inh,-4.8,8.7,17.9,-1.6,10.3,-4.2,1.5,8.6
TRPC6 act,i,i,i,i,i,i,i,i
TRPC4 potent,i,i,i,i,i,i,i,i
HIF act,-0.3,0.0,-0.3,1.1,-1.1,0.0,-0.6,0.2
TRPC6 inhibitor,i,i,i,i,i,i,i,i

41. Cc1cc(C)c(S(=O)(=O)n2c([N+](=O)[O-])cnc2C)cc1C
42. Cc1ccc(NC(=S)N2CCN(S(C)(=O)=O)CC2)cc1
43. CNC(=O)c1ccc(Nc2nnc(-c3ccc(C(N)=O)cc3)c3ccccc23)cc1
44. COc1cc(CNS(=O)(=O)c2ccc3c(c2)CC(C)N3C(C)=O)cc(OC)c1OC (stereo not drawn)
45. CC1(C)CC(=O)C2=C(C1)c1c(ccc3ccccc13)NC2c1ccc(OCC(=O)O)cc1 (stereo not drawn)
46. COc1ccc(C(=O)CSc2nnc(COc3ccc(C#N)cc3)n2-c2ccccc2)cc1
47. COC(=O)CNC(=O)c1ccc(F)cc1
48. Cc1ccc(Cl)cc1NC(=S)N(CCCN1CCOCC1)Cc1ccco1
49. Cc1cccc2c1-c1sc(C(=O)N3CCCCC3)cc1CO2

compound no.,41,42,43,44,45,46,47,48,49
TRPC4 inh,i,i,i,i,i,i,i,i,i
KLF5 inhibitor,0.9,-28.4,-37.2,-0.4,-43.6,-33.3,-0.8,-6.0,-131.3
aSyn UTR inh,-1.2,-2.0,-6.1,-6.5,9.7,20.1,-18.2,11.5,-99.7
MrgX1 antagonist,i,i,i,i,i,i,i,i,i
IEC-6 tox,-8.3,1.8,-1.8,4.1,-3.9,2.8,2.9,1.0,0.1
TRPC4 act,i,i,i,i,i,i,i,i,i
SKKanGAS inh,-0.5,2.8,13.3,-2.9,-2.6,-4.9,-12.6,-3.3,10.4
TRPC6 act,i,i,i,i,i,i,i,i,i
TRPC4 potent,i,i,i,i,i,i,i,i,i
HIF act,0.1,0.0,0.2,0.0,-16.1,0.2,-0.4,1.4,3.8
TRPC6 inhibitor,i,i,i,i,i,i,i,i,i

Source: PubChem BioAssay (several laboratories)
